Rac1 GTP hydrolysis – MgcRacGAP GTPase-activating activity inhibitors, confirmation, biochemical, ADP Hunter fluorescence; one-dose inhibition, % at 30 µM; IC50 in µM for titrated hits; MgcRacGAP-stimulated Rac1 GTP hydrolysis, ADP Hunter fluorescence; higher % means a stronger effect; GST-tagged Rac1 F28L mutant substrate; hit rate 0.6% among 340,000; AID 624330;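 active = first-screen hits whose inhibition reached a set limit at any dose in the follow-up dose series; inconclusive = inhibition above the set first-screen limit but never retested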;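 also: fluorescence reports GDP produced by GAP-driven GTP hydrolysis; strong numbers were not always called active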
Large T inhibition – SV40 large T antigen inhibitors, biochemical (AID 1903) | one-dose inhibition, % at 20 µM; IC50 in µM for titrated hits | SV40 large T antigen ATPase/helicase inhibition assay; higher % means a stronger effect | hit rate 0.39% among 310,000; in the data active = a potency from the dose series; inconclusive = inhibition mostly from about 32% at the one dose, without a potency; inactive = the rest, 99 in 100 with inhibition below about 32%; also: strong numbers were not always called active
AID2073 – inhibitors of Mint1-CaV2.2 protein interaction, biochemical, HTRF (AID 2073); HTRF protein-protein interaction, Mint1-CaV2.2; higher % means a stronger effect; inhibition, % at 20 µM, or IC50 in µM where a hit was titrated; hit rate 0.19% among 290,000; in the data active = inhibition mostly above about 51%, no sharp cut-off; inconclusive = no clear call, values can overlap the other calls; inactive = mostly below about 53%; also: some results filed as inactive read as strong as hits
K1F lysis inhibition – protection from phage-mediated lysis, alamar blue read-out – E. coli UTI89, K1F phage, bacterial capsule biogenesis inhibitors (AID 488966); E. coli UTI89 K1F phage lysis, alamar blue, 2 h; higher % means a stronger effect; one-dose inhibition, % at 100 µM; IC50 in µM for titrated hits; hit rate 0.02% among 340,000;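 active = phage lysis inhibition, versus mean bacterial control, above a set limit; inconclusive = no clear call, values can overlap the other calls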;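 also: capsule biogenesis inhibitors block K1F phage lysis so surviving cells raise fluorescence; higher fluorescence means more inhibition of phage lysis; actives were called in the ten point dose series up to 300 µM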
NS5 inhibitors – Dengue-2 NS5 methyltransferase inhibitors, primary screen, biochemical, confirmation dose response (AID 588689); Dengue-2 NS5 methyltransferase capping enzyme assay, biochemical; higher % means a stronger effect; one-dose inhibition, % at 25 µM; IC50 in µM for titrated hits; hit rate 0.3% among 340,000; in the data active = a potency from the dose series; inconclusive = inhibition above about 29% without an active follow-up result
Siah-1 displacement – Siah-1 peptide-binding antagonists, primary screen, biochemical, fluorescence polarization, rhodamine-plectin, uHTS (AID 1817); Siah-1 / rhodamine-plectin peptide fluorescence polarization; higher % means a stronger effect; displacement, % at 20 µM; hits with a dose series show IC50 in µM; hit rate 0.02% among 290,000;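 active = displacement of at least 50% at 20 µM, with a fluorescence ratio check between 0.3 and a set limit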;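 also: plate controls were Siah plus tracer with DMSO for no effect and tracer alone without Siah for full effect; strong numbers were not always called active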
West Nile virus CPE – inhibition of WNV-induced cytopathic effect – cell-based, CPE readout (AID 1621) | West Nile virus-infected cells, CPE inhibition; higher % means a stronger effect | CPE inhibition, % at 10 µM; hits with a dose series show IC50 in µM | hit rate 0.02% among 290,000; in the data active = a potency from the dose series; inconclusive = CPE inhibition mostly from about 3.7% at the one dose, without a potency; inactive = the rest, 99 in 100 with CPE inhibition below about 2.2%; also: strong numbers were not always called active
NTR1 ag – agonists of NTR1, primary screen, imaging, U2OS cells, beta-arrestin-GFP, high content (AID 493036). hit rate 0.17% among 330,000. NTR1-U2OS beta-arrestin-GFP spot imaging, agonist mode. activation, % at 20 µM. P30989;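 active = activation at or above 40% of the spot to cytoplasm intensity ratio, with at least 20 cells analyzed; inconclusive = wells under 20 cells, flagged as cytotoxic or low count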;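 also: 0% = DMSO without peptide and 100% = 100 nM NTR1 peptide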
Target sequence (P30989 whole entry, looked up): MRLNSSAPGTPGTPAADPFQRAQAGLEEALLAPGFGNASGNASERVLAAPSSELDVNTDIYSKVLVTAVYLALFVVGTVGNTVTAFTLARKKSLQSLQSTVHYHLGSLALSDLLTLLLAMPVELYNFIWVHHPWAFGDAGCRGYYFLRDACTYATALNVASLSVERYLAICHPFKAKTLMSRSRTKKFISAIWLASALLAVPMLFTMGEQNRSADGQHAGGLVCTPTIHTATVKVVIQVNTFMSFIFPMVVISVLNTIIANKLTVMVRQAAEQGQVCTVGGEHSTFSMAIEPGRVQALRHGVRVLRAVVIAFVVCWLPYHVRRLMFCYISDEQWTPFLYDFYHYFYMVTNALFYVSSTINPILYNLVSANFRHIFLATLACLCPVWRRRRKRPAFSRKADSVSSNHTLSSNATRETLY
RSV antiviral HEp-2 – inhibition of RSV-induced cytopathic effect – HEp-2 cells, primary 10 µM value included (AID 2391); hit rate 0.13% among 310,000; one-dose CPE inhibition, % at 10 µM; IC50 in µM for titrated hits; HEp-2 cells, RSV-induced CPE inhibition; higher % means a stronger effect; in the data active = a potency from the dose series; inconclusive = CPE inhibition mostly from about 23% at the one dose, without a potency; inactive = the rest, 99 in 100 with CPE inhibition below about 21%; also: strong numbers were not always called active
NTR1 ag cell count 20 µM – also measured in NTR1 ag; calls as there; cell count; measured here: cell count, cytotoxicity flag
NS5 inhibitors pilot replicate – recorded beside NS5 inhibitors, whose call it bears; inhibition, %; measured here: pilot screen replicate inhibition
The depositor's hits bear a star; ? = inconclusive; . = not tested or not shown; [ ] = remark or other dose.

SMILES	Rac1 GTP hydrolysis	Large T inhibition	AID2073	K1F lysis inhibition	NS5 inhibitors	Siah-1 displacement	West Nile virus CPE	NTR1 ag	NTR1 ag cell count 20 µM	RSV antiviral HEp-2	others
Oc1cc(O)c2c(c1)O[C@H](c1ccc(O)c(O)c1)[C@H](O)C2	206µM*	37.1%	-14.3%	3.0%	-2.7%	-11.7%	-0.3%	2.4	55	0.9%
CC(C)c1onc(C(=O)Nc2cccc(O)c2)c1[N+](=O)[O-]	6.7%	5.3%	-2.2%	-0.1%	-15.9%	-1.1%	0.8%	0.7	33	0.2%
COc1ccc(CCC(C)NC2C3CC4CC(C3)CC2C4)cc1 (stereo not drawn)	4.5%	4.3%	-0.7%	0.2%	-10.4%	3.6%	.	.	.	.
O=C(NC12CC3CC(CC(C3)C1)C2)N1CCN(S(=O)(=O)c2ccc(Cl)cc2)CC1	0.4%	5.4%	5.1%	0.2%	1.3%	2.6%	-0.4%	4.3	82	-0.2%
COc1ccc(S(=O)(=O)N(CCc2ccccc2)CC(=O)N/N=C/c2ccc3c(c2)OCO3)cc1	9.4%	3.5%	0.2%	0.3%[50 µM]	-5.2%	-0.2%	-0.7%	3.2	39	0.4%
CCc1ccc(NC(=O)CCn2ccnc2C)cc1	1.0%	-3.5%	-5.1%	0.9%	-4.4%	-2.5%	-0.2%	-1.8	76	0.0%
CN(Cc1ccco1)C(=O)CN1C(=O)NC2(CCCC2)C1=O	1.4%	.	.	1.3%	-1.6%	.	.	-1.2	63	.
CS(=O)(=O)c1ccc(-c2sc3ccccc3c2C#CCCO)cc1	0.6%	.	.	-1.0%	0.8%	.	.	10.5	59	.
CC(C)N(C(=O)Nc1ccc2nccnc2c1)C(C)C	1.3%	-13.6%	?	0.9%	16.2%	-8.7%	.	-0.5	53	1.4%
Cc1cnc2cc(Cl)c(Cl)cc2n1	5.7%	19.6%	0.8%	0.2%	-3.2%	-2.7%	0.4%	-2.1	73	0.8%
CCCc1cc(C(=O)Nc2cccc3ccccc23)n(C)n1	3.9%	4.8%	4.6%	-0.6%	5.9%	0.0%	-1.6%	0.4	34	11.7%
COc1cc(C(=O)N(Cc2ccco2)Cc2cc3ccccc3[nH]c2=O)cc(OC)c1OC	-1.0%	4.4%	7.7%	1.2%	-10.9%	-1.1%	0.2%	-1.5	78	1.0%	NS5 inhibitors pilot replicate=2.9
O=S(=O)(c1ccc2ccccc2c1)N1CCCOC1	5.4%	2.9%	-0.9%	0.6%	-0.8%	-0.3%	1.3%	-2.1	77	2.0%
Cc1ccc(C)c(Cn2nnc3c(=O)[nH]c(C(=O)NCC4CCCO4)nc32)c1 (stereo not drawn)	9.1%	2.6%	-6.7%	-0.7%	-3.2%	11.2%	0.0%	-1.3	71	0.3%
Cc1noc(C)c1COC(=O)c1cc(C)n(-c2ccccc2)c1C	4.9%	3.6%	-5.8%	1.0%	-2.4%	-0.2%	-1.2%	-2.1	83	5.5%
O=C1c2ccccc2C(=O)N1CN(C(=O)COc1ccccc1)c1ccc(F)cc1	6.4%	1.2%	-4.5%	2.0%[50 µM]	5.2%	-0.1%	-0.2%	2.2	79	1.0%
CCCCOC1CC(c2ccc(OCc3ccc(OC)cc3)c(OC)c2)N(C)O1 (stereo not drawn)	6.6%	-0.3%	-2.1%	-0.1%	.	-1.3%	-1.5%	1.1	64	1.3%
Cc1cccc(NS(=O)(=O)c2ccc(NS(=O)(=O)c3cccs3)cc2)c1	0.4%	12.7%	1.6%	-0.3%	13.3%	-4.8%	1.0%	-0.3	32	6.6%
COc1ccc(/C=N/NC(=O)CC(=O)NCc2cccnc2)cc1	6.8%	1.2%	9.8%	0.5%	-1.1%	0.3%	0.5%	2.1	29	1.8%
O=C(CCc1ccccc1)NNC(=O)c1ccccc1Cl	10.3%	16.9%	1.2%	0.0%	5.9%	-2.1%	-0.1%	0.6	75	1.6%	NS5 inhibitors pilot replicate=-0.3
Cc1ccc(OC(C)C)c(CN(CCO)CCO)c1	6.2%	13.3%	-2.9%	0.3%	.	-4.8%	0.5%	-0.9	57	2.8%
CC(=O)O[C@]1(C(C)=O)CC[C@H]2[C@@H]3C=CC4=CC(=O)C=C[C@]4(C)[C@H]3CC[C@@]21C	8.3%	3.9%	6.7%	0.2%	-3.3%	-4.0%	-0.3%	1.4	85	4.4%
CCOC(=O)N1CCN(C(=S)Nc2cccc(C)c2)CC1	1.3%	-7.1%	-23.1%	0.4%	-16.5%	-0.8%	0.5%	-2.1	109	-0.7%	NS5 inhibitors pilot replicate=-1.8
CC(=O)Nc1csc2ccccc12	1.7%	0.5%	1.0%	-0.1%	-7.8%	1.5%	0.1%	0.3	43	2.1%
O=C(NCc1ccc(Cl)cc1Cl)c1ccccn1	6.6%	4.9%	-1.7%	2.6%	-2.7%	-1.1%	1.2%	-0.9	72	4.6%
CCCCOc1ccc(C(=O)NCC(=O)N(C)CC(=O)Nc2ccc(N3CCOCC3)cc2)cc1	9.6%	21.2%	.	1.0%[50 µM]	2.2%	.	.	-0.2	56	19.6%
COc1ccc(-c2c(C)n([O-])c(C)c(-c3ccccc3)[n+]2=O)cc1OC	6.4%	7.0%	20.6%	-2.6%	-4.1%	4.3%	-0.9%	-0.2	70	-1.1%
O=C(CN1CCN(Cc2ccc(Cl)cc2)C1=O)NCc1cccs1	8.9%	12.3%	-2.6%	1.8%[50 µM]	3.5%	9.4%	-0.4%	2.0	60	0.6%
CN1CCc2cccc3c2[C@@H]1Cc1ccc(O)c(O)c1-3	13.6%	39.9%	18.1%	5.4%	-6.6%	-3.1%	1.0%	-0.4	37	1.1%
CCOC(=O)c1ccc(NC(=S)N2CCN(c3ccccn3)CC2)cc1	4.2%	9.5%	-22.1%	0.1%	-2.6%	4.2%	-0.9%	-0.8	60	-0.2%	NS5 inhibitors pilot replicate=-0.3

Next part; it opens with the 2 that closed the last part.
SMILES	Rac1 GTP hydrolysis	Large T inhibition	AID2073	K1F lysis inhibition	NS5 inhibitors	Siah-1 displacement	West Nile virus CPE	NTR1 ag	NTR1 ag cell count 20 µM	RSV antiviral HEp-2	others
CN1CCc2cccc3c2[C@@H]1Cc1ccc(O)c(O)c1-3	13.6%	39.9%	18.1%	5.4%	-6.6%	-3.1%	1.0%	-0.4	37	1.1%
CCOC(=O)c1ccc(NC(=S)N2CCN(c3ccccn3)CC2)cc1	4.2%	9.5%	-22.1%	0.1%	-2.6%	4.2%	-0.9%	-0.8	60	-0.2%	NS5 inhibitors pilot replicate=-0.3
CSc1nnc2n(C)c3c(c(=O)n12)C1(CCCC1)Cc1ccccc1-3	5.3%	3.0%	2.5%	0.1%	1.6%	-1.2%	1.5%	17.6	66	2.2%
COc1cc2cc(C(c3nnnn3C3CCCCC3)N(C)C3CCCCC3)c(=O)[nH]c2cc1OC (stereo not drawn)	-4.1%	-1.8%	7.7%	2.0%	14.6%	-0.5%	-0.8%	14.1	83	4.3%
CCOc1ccc(Cc2c(Cl)nc(SC)nc2OC)cc1	6.5%	-10.8%	-3.7%	-0.1%	-8.1%	3.4%	-0.2%	8.6	75	18.6%
CN(C(=O)C1CCOC1)c1nnc(-c2cnccn2)s1 (stereo not drawn)	2.5%	6.7%	-3.7%	-2.7%	-6.5%	-2.8%	0.6%	0.2	61	1.9%
Cc1nc2ccccc2c2c1C(=O)NC2=O	.	5.8%	-7.5%	.	.	5.3%	0.3%	2.7	56	1.5%
NCCCNC(=O)c1ccc(/C=N/O)nc1	10.4%	1.3%	-1.4%	0.1%	-13.3%	20.8%	-0.1%	-0.1	43	-0.7%
Cc1cc(C)n(-c2ccc(Cl)c(C(=O)OCC(N)=O)n2)n1	-0.9%	9.1%	1.5%	4.4%	3.2%	-0.3%	0.1%	-2.7	71	1.7%
Cc1ccc(NC(=O)CCCN2C(=O)NC(C)(C)C2=O)cc1	3.5%	.	.	0.5%[50 µM]	-0.7%	.	.	0.3	85	1.5%
Cn1c(SCC(=O)c2ccc3c(c2)Cc2ccccc2-3)nnc1-c1cccc(N)c1	14.2%	11.6%	10.8%	2.5%	0.4%	12.9%	-0.7%	2.5	50	1.3%
O=C(Nc1ccc(Cl)cc1)C1CCCN(c2cnccn2)C1 (stereo not drawn)	7.7%	13.9%	10.3%	0.1%	-13.9%	-4.6%	0.3%	-0.6	52	8.1%
Cc1cccc(N2CCN(CC(O)COc3ccc(Cl)cc3)CC2)c1 (stereo not drawn)	10.3%	12.8%	2.0%	0.2%	-7.2%	-1.8%	-0.1%	-0.5	60	0.4%
CCOc1ccc(N)c(SSc2cc(OCC)ccc2N)c1	?	?	-14.2%	0.2%	-14.4%	-7.1%	0.7%	9.6	77	2.2%
COc1cc2c(C#CCCCO)c(-c3ccsc3)oc(=O)c2cc1OC	7.8%	.	.	3.4%	4.1%	.	.	3.5	49	.
Cc1cc(/C=C2\SC(=S)NC2=O)c(C)n1C	26.3%	?	-9.7%	1.9%	-36.5%	1.6%	0.7%	-0.8	53	0.2%
COc1ccc(C(=O)N2CCC(C(=O)Nc3ccc4c(c3)OCO4)CC2)cc1	1.1%	7.7%	14.4%	0.1%	-4.4%	-10.7%	-0.2%	-2.1	93	2.5%
NC(=O)C1CCN(C(=O)c2cccc(S(=O)(=O)N3CCc4ccccc4C3)c2)CC1	-2.5%	0.9%	9.9%	0.2%	-10.9%	9.1%	-0.2%	-0.3	48	-0.3%
O=C(Cc1ccsc1)NNC(=O)c1ccccc1Cl	-2.3%	12.9%	.	0.5%[50 µM]	-3.7%	.	.	-0.2	83	1.5%
Cc1cc(-c2ccccc2)n(-c2ccc(C(=O)N3CCN(c4ncccn4)CC3)cc2)n1	-2.0%	0.1%	-7.5%	-0.2%	-13.5%	7.9%	0.9%	-2.5	90	-0.8%
COc1ccc(CCN(C)C(=O)CSc2nc3ncc(Cl)cc3[nH]2)cc1OC	6.1%	9.7%	49.0%	0.7%	-10.3%	-4.7%	-0.5%	0.6	47	-0.3%
COC(=O)c1c(NC(=O)CN2C(=O)C(=O)N(CC(C)C)C2=O)sc2c1CCCCC2	7.7%	9.5%	-14.1%	0.4%	1.3%	2.9%	0.4%	3.7	59	1.7%
CN(Cc1ccccc1)CC(O)COc1ccc(CNCCCOc2cccnc2)cc1 (stereo not drawn)	6.4%	7.8%	0.9%	-0.3%	-8.5%	-5.7%	1.1%	-0.1	63	-2.4%
Cc1cccc(OCC(=O)NCCNC(=O)c2cccnc2)c1	6.3%	4.9%	15.7%	0.2%	-9.9%	-4.8%	-0.4%	-0.3	42	0.7%
CC1CCCC(NS(=O)(=O)c2ccc3c(c2)OCCO3)C1C (stereo not drawn)	3.5%	-0.7%	-10.0%	0.7%	-4.8%	0.1%	-0.9%	1.5	47	1.5%

Screening results as filed in PubChem.
